# Screening data from PubChem BioAssay.
# UPR CHOP act: activators of apoptotic CHOP UPR arm, primary screen, cell-based, CHO-CHOP luciferase reporter, luminescence, uHTS. UPR activation; percent of tunicamycin response over DMSO baseline. activation, % at 10 µM. actives 0.34% (n = 330,000);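 active = at 10 µM dose, activation of 40% or more, normalized to positive control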;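 note: 100% = tunicamycin at 10 µg/mL and 0% = DMSO alone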
#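 Test system: CHO CHOP reporter cells. Input: 500 CHO-CHOP cells per well. Medium: F12 with 10% FBS. Technique: luciferase luminescence. Measure: percent activation relative to tunicamycin control. Dosing: 10 µM compound, 0.5% DMSO. Timing: 16-18 h cell attachment, then 6 h compound exposure, 37 °C.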
# APJ ag: agonists of human apelin receptor APJ, primary screen, CHO-K1 cells, PathHunter beta-arrestin, luminescence; P35414; 0% DMSO wells, 100% apelin; activation, % at 20 µM; actives 0.11% (n = 330,000);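 active = activation more than six SD over the plate average, tested at 20 µM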;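 note: 0% = DMSO alone and 100% = apelin-13 at 10 nM; some results filed as inactive read as strong as hits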
# Target sequence (P35414 whole entry, looked up): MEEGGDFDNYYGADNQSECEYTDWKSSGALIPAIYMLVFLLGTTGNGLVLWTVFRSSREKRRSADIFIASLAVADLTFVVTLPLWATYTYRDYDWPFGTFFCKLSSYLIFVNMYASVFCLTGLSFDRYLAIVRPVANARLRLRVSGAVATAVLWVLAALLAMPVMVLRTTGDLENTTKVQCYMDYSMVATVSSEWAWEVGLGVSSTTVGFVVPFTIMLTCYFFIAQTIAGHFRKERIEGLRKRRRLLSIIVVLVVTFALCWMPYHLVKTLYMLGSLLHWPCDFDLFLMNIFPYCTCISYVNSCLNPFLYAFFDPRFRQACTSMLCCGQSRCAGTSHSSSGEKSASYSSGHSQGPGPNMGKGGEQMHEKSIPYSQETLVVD
#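 Incubation: overnight seeding, 90 min compound at 25 °C, 1 h detection; test system: PathHunter CHO-K1 APJ (AGTRL-1) beta-arrestin reporter cells; amount: 1000 cells/well; doses: one dose, 20 µM compound, 1% DMSO; measured by: beta-gal luminescence; measure: agonist-driven arrestin binding to APJ; benchmarks: negative DMSO alone, positive Apelin-13 at 10 nM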
# Mdm2 MdmX PPI: inhibitors of human Mdm2-MdmX association, primary screen, cell-based, luminescence, split luciferase, SaOS-2, uHTS. Protein Mdm4 (Homo sapiens) + E3 ubiquitin-protein ligase Mdm2 (Homo sapiens), …. SaOS-2 split-luciferase Mdm2/MdmX complementation. inhibition, % at 8 µM. actives 3% (n = 330,000). AID 485346, 2010;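 active = inhibition of at least 50% at 8 µM in the primary screen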
# XBP1 UPR activ: activators of adaptive XBP1 UPR arm, primary screen, cell-based, CHO-XBP1 luciferase reporter, luminescence, uHTS. IRE1-XBP1 UPR activation; percent of tunicamycin response, DMSO as zero. activation, % at 20 µM. actives 0.33% (n = 330,000). AID 463104, 2010;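 active = versus positive control, 20 µM dose yields 30% or more activation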;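 note: 100% = tunicamycin at 10 µg/mL and 0% = DMSO only wells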
#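 Material: IRE1-XBP1 luciferase reporter CHO line / Quantity: one thousand reporter cells per well / Buffer or medium: F12 with 10% serum / Compound: 20 µM single concentration, DMSO 1% / Times: 6 h treatment, 37 °C / Detection: Steady-Glo luciferase glow luminescence, 10 min after reagent addition / Benchmarks: tunicamycin high, DMSO low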
# CXCR6 inh: CXCR6 receptor inhibitors, primary screen, cell-based, beta-arrestin, luminescence, CHO-K1 PathHunter, 1536-well. C-X-C chemokine receptor type 6 (Homo sapiens), O00574. inhibition, % at 20 µM. actives 0.36% (n = 360,000). AID 602244, 2012; in the data active = inhibition above about 34%, passing the limit was not always enough;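 note: antagonist mode with CXCL16 agonist at 10 nM final; 0% = 10 nM CXCL16 with DMSO and 100% = unstimulated wells without agonist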
# Target sequence (O00574 whole entry, looked up): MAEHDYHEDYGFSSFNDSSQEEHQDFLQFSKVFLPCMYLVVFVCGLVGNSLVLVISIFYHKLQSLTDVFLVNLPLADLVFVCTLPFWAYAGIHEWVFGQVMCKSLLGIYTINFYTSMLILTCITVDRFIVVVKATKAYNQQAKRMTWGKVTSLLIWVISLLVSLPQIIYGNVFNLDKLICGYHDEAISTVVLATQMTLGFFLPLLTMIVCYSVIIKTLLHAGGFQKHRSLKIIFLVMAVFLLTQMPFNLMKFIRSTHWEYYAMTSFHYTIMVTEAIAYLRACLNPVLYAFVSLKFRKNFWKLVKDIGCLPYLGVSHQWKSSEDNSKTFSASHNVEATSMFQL
# TIM10 inh: growth inhibitors of isogenic TIM10 control yeast, primary screen, counter-screen for tim10-1 yeast inhibitor project, luminescence, uHTS; S. cerevisiae TIM10 strain growth, BacTiter-Glo luminescence, 24 h; inhibition, % at 10 µM; actives 1.4% (n = 330,000); AID 463195, 2010;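 active = inhibition of 40% or more at the single tested concentration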;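 note: wild-type TIM10 isogenic control strain grown at permissive 25 °C; 0% = DMSO yeast wells and 100% = minimal medium wells without yeast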
# tim23-1 inh: growth inhibitors of tim23-1 mutant yeast, primary screen, luminescence, uHTS | S. cerevisiae tim23-1 growth, BacTiter-Glo luminescence, 24 h | actives 1.3% (n = 330,000) | inhibition, % at 20 µM | AID 463212, 2010;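 active = growth inhibition of the mutant yeast at or above 50%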;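 note: temperature-sensitive mutant grown at 25 °C; plate controls were DMSO-treated mutant yeast for no effect and medium wells lacking yeast for full effect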
# APJ antagonist: antagonists of human apelin receptor APJ, primary screen, CHO-K1 cells, beta-arrestin complementation, luminescence. inhibition, % at 20 µM. actives 0.32% (n = 330,000);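 active = inhibition above about 40% at 20 µM, limit read from the data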;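 note: cells challenged with 10 nM apelin-13 agonist together with compound; plate controls were apelin-13 plus DMSO wells for no effect and DMSO wells lacking apelin-13 for full effect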
# tim10-1 inh: growth inhibitors of tim10-1 mutant yeast, primary screen, luminescence, uHTS; S. cerevisiae tim10-1 ts strain growth, BacTiter-Glo, 24 h; inhibition, % at 20 µM; actives 2.2% (n = 330,000);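 active = inhibition of at least 40%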;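 note: mutant grown at 25 °C; 0% = DMSO wells with yeast and 100% = wells holding no yeast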
# An asterisk follows results filed as active; . = not tested or not shown. This is a subset, so the mix of outcomes need not match the whole.
SMILES,UPR CHOP act,APJ ag,Mdm2 MdmX PPI,XBP1 UPR activ,CXCR6 inh,TIM10 inh,tim23-1 inh,APJ antagonist,tim10-1 inh
CN1C(=O)NC(NC(=O)c2cccs2)(C(F)(F)F)C1=O (stereo unspecified),0.1,-3,6,-2,-13,5,12,-11,5
O=C(CCc1nnc(-c2ccsc2)o1)NCc1ccccc1OC(F)(F)F,-0.2,-1,-50,4,-4,3,20,-2,1
COc1cccc(CNC(=O)C2CCC(=O)N(C3CC3)C2)c1OC (stereo unspecified),1.4,1,1,-1,5,0,-5,13,-10
Cn1c(=O)c(=O)n(C)c2cc(N3CCOCC3)c(NS(=O)(=O)c3ccc(Br)cc3)cc21,2.9,-3,21,0,-2,16,15,1,11
COc1cccc(C(=O)OCCN2CCCCC2)c1,1.7,1,-2,-1,9,-3,13,8,-5
O=C(N=C1SC2CS(=O)(=O)CC2N1CCc1ccccc1)C1CCCCC1 (stereo unspecified),-0.4,12,3,-2,2,5,4,-12,5
CN(C(=O)c1ccco1)c1nc(-c2ccccc2)cs1,4.1,-4,-180,2,-1,9,29,-8,18
O=C(CSc1nnc2ccccn12)NCc1ccc2c(c1)OCO2,-0.4,-2,19,0,1,4,1,9,1
O=C(CCNS(=O)(=O)c1ccccc1)Nc1ccccc1,0.4,-4,-4,0,1,-7,5,7,-3
N/C(=N\NC(=O)c1ccc(Cl)cc1)c1cnccn1,1.9,3,15,-3,1,-21,2,-11,-7
COc1ccccc1NC(=O)CSc1nc2sc(C)c(C)c2c(=O)n1Cc1ccco1,0.3,1,-14,1,-2,25,14,13,32
O=C(Nc1nncs1)c1cc(S(=O)(=O)N2CCOCC2)ccc1Cl,0.0,-1,0,-7,-1,-17,14,12,0
CC(=O)Nc1ccc(S(=O)(=O)N2CCN(c3cnn(C)c(=O)c3Cl)CC2)cc1,0.5,-2,-20,-2,-4,4,12,-34,20
O=C(NCCN1CCOCC1)c1cccc(S(=O)(=O)N2CCCC2)c1,0.1,6,8,-2,-3,-9,2,-18,-22
COc1ccc([C@H]2CC(=O)C=C(c3cccc(Cl)c3)C2)cc1,-0.6,-4,22,-1,-2,28,51*,5,28
CCC(C)c1ccc(NC(=O)C2CCCN(c3ncccn3)C2)cc1 (stereo unspecified),4.0,1,14,2,-4,37,43,-7,42*
CCOc1ncccc1C(=O)OCC(=O)c1c(N)n(C)c(=O)n(C)c1=O,-0.9,-2,21,0,-2,-10,-11,9,-16
COc1cc(-c2nnc(CSc3nnc(Nc4ccc(C(C)C)cc4)s3)o2)cc(OC)c1OC,9.1,-1,28,8,-4,31,28,-10,23
S=C(NCc1ccccc1)NCc1ccccc1,1.5,-3,15,1,-2,12,1,7,1
CC(=O)Nc1ccc(NC(C)=O)c(NC2OCC(O)C(O)C2O)c1 (stereo unspecified),-1.2,-1,2,-1,-6,-11,-10,7,-11
Clc1ccc(-c2nc3ccccn3c2CN2CCOCC2)cc1,-2.3,-3,1,1,7,9,15,1,34
O=C(NCCc1ccccc1)C1CCN(S(=O)(=O)c2cccnc2)CC1,-0.1,-3,13,-4,1,0,-5,0,-10
Cn1nnc2c[n+](CC(=O)c3ccc4ccccc4c3)cc(Br)c21,29,2,65*,4,3,32,8,-5,10
Cc1ccc([N+](=O)[O-])c2cccnc12,0.2,0,15,-2,-13,11,-3,-12,5
O=C(CNC(=O)c1cccs1)OCc1ccc(Br)cc1,0.4,-4,34,0,-3,-4,19,8,-1
COc1ccc(CCNC(=O)CCn2c(=O)c3cccn3c3ccc(F)cc32)c(OC)c1OC,-0.6,-1,11,-1,4,-5,12,5,14
O=C(CCC1CCCN(C(=O)CCC(F)(F)F)C1)NCc1ccc(F)c(F)c1 (stereo unspecified),3.5,-4,2,1,1,-11,-3,-18,-10
Cc1cc(Cl)c(S(=O)(=O)N2CCCCCC2)cc1OCC(N)=O,-0.7,3,-22,-3,1,10,8,19,14
COc1nc(Cl)cn(-c2ccc(C)cc2)c1=O,2.8,-2,-15,-2,-4,14,7,-13,7
C/C(=N\NC(=O)c1ccc(CSc2nncn2C)cc1)c1cccs1,1.5,2,-29,2,-5,6,14,15,2

# Some of these compounds in order of the Mdm2 MdmX PPI value, largest number first.
mol | Mdm2 MdmX PPI
O=C(CCC1CCCN(C(=O)CCC(F)(F)F)C1)NCc1ccc(F)c(F)c1 (stereo unspecified) | 2
Clc1ccc(-c2nc3ccccn3c2CN2CCOCC2)cc1 | 1
COc1nc(Cl)cn(-c2ccc(C)cc2)c1=O | -15

# The list goes on:
SMILES,UPR CHOP act,APJ ag,Mdm2 MdmX PPI,XBP1 UPR activ,CXCR6 inh,TIM10 inh,tim23-1 inh,APJ antagonist,tim10-1 inh
Cc1ccc(CNC(=O)CCNS(=O)(=O)c2cccc3nonc23)cc1,-0.6,-4,-2,-2,3,-7,13,-2,16
COc1ccc(OC)c(S(=O)(=O)n2cnc3cc(C)c(C)cc32)c1,1.2,-3,11,2,-2,7,-5,17,6
Cc1cc(OC(C)C(=O)NCCN2CCOCC2)c2c(C)c(C)c(=O)oc2c1 (stereo unspecified),-0.8,2,27,-9,3,-2,1,-9,-6
CC(=O)c1ccc(OCc2cc(C(=O)NCCn3nc(C)cc3C)no2)cc1,1.5,-1,-27,-3,5,0,3,20,-1
Cc1cc(C)n2nc(SCc3nnc(SCc4ccccc4Cl)s3)nc2n1,0.8,4,-4,-1,-5,18,32,19,-15
COc1ccc(CC(=O)OCC(=O)N2N=C(c3ccccc3)CC2c2ccc(OC)cc2)cc1 (stereo unspecified),0.9,-3,-12,-1,5,26,14,1,21
COc1ccc(CN2CCC(=O)N([C@H](CO)CC(C)C)CC2)cc1OC,-1.9,-4,5,2,-2,-7,-6,6,8
O=C(CSc1ccccc1)Nc1ccc2sccc2c1,3.6,6,6,1,-11,5,5,1,9
COCCN(CC(=O)Nc1cccc(C)c1C)C(=O)c1ccc(S(=O)(=O)N2CCOCC2)cc1,0.7,-1,26,-1,-3,4,3,34,-2
CC(C)(C)OC(=O)NCCCC1=CC2=CC(=O)C(C)(O)C(=O)C2=CO1 (stereo unspecified),-0.5,-3,-14,-1,.,-3,7,5,8
C=CCN1C(=O)C(Cc2ccc(OC)cc2)S/C1=N\N=C\c1cccs1 (stereo unspecified),-1.5,-2,15,-5,5,4,-7,17,-3
CCOc1ccc(NC(=O)c2cccnc2Cl)c([N+](=O)[O-])c1,3.6,5,10,0,-11,12,17,-3,3
NC(N)=NS(=O)(=O)c1ccc(NC(=S)NC(=O)c2ccc(Br)cc2)cc1,0.1,-5,-37,2,4,4,-5,15,8
CCCCNC(=S)NNC(=O)c1csc(C(C)C)c1,3.1,-4,-2,2,3,25,14,25,32
O=C(CSc1ccc([N+](=O)[O-])cc1)OCC(=O)N1CCCC1=O,-1.1,-4,-32,-3,-5,-1,19,-8,0
COc1ccc(CNC(=O)CN(C)S(=O)(=O)c2ccc(Br)s2)cc1,1.3,0,-14,-4,8,9,12,11,4
Cc1cc(=O)oc2cc(OC(C)C(=O)NC3CCN(Cc4ccccc4)CC3)ccc12 (stereo unspecified),2.9,-3,15,-5,-2,1,-7,-38,-1
CCOC(=O)C1(CCc2ccccc2)CCN(C2Cc3ccccc3C2)CC1,-0.8,-3,0,-3,1,22,1,23,1
O=C(C[n+]1ccccc1)Nc1ccccc1Br,-2.3,-1,0,-4,-3,-1,12,-12,0
O=C(NC(=S)NNC(=O)c1ccco1)c1ccccc1,0.7,-3,27,-4,23,9,0,15,25
CCN(CCCNC(=O)CNC(=O)c1nn(-c2ccc(OC)cc2OC)c(=O)c2ccccc12)c1cccc(C)c1,3.0,0,-3,-3,8,-9,1,-1,5
OC1(c2cccs2)CN(c2ccc(Br)cc2)C2=[N+]1CCCS2 (stereo unspecified),1.5,-1,11,-1,2,10,9,23,2
O=C(NCc1ccccc1)c1cccc(F)c1F,1.0,-1,9,0,-2,-4,15,2,3
O=C(c1cc2c(s1)CCCC2)N1CCN(Cc2ccc3c(c2)OCO3)CC1,1.7,-3,30,2,-3,13,32,11,12
Nc1cccc(S(=O)(=O)c2ccc(N)c(N)c2)c1,0.2,-3,13,-3,-4,-12,7,-28,-3
Cc1nn2c(c1-c1ccccc1)NC1=C(C(=O)CCC1)C2c1ccccc1 (stereo unspecified),3.7,-4,3,1,-1,11,5,10,23
COc1cccc(N=Nc2c(=O)[nH]n3c(=O)cc(C)[nH]c23)c1,-6.3,-6,1,1,17,12,13,25,21

# Seven records picked at random from those above, as already listed:
SMILES,UPR CHOP act,APJ ag,Mdm2 MdmX PPI,XBP1 UPR activ,CXCR6 inh,TIM10 inh,tim23-1 inh,APJ antagonist,tim10-1 inh
Cc1cc(=O)oc2cc(OC(C)C(=O)NC3CCN(Cc4ccccc4)CC3)ccc12 (stereo unspecified),2.9,-3,15,-5,-2,1,-7,-38,-1
CC(=O)Nc1ccc(NC(C)=O)c(NC2OCC(O)C(O)C2O)c1 (stereo unspecified),-1.2,-1,2,-1,-6,-11,-10,7,-11
C/C(=N\NC(=O)c1ccc(CSc2nncn2C)cc1)c1cccs1,1.5,2,-29,2,-5,6,14,15,2
COc1cccc(N=Nc2c(=O)[nH]n3c(=O)cc(C)[nH]c23)c1,-6.3,-6,1,1,17,12,13,25,21
O=C(CSc1nnc2ccccn12)NCc1ccc2c(c1)OCO2,-0.4,-2,19,0,1,4,1,9,1
Cc1nn2c(c1-c1ccccc1)NC1=C(C(=O)CCC1)C2c1ccccc1 (stereo unspecified),3.7,-4,3,1,-1,11,5,10,23
Cc1ccc([N+](=O)[O-])c2cccnc12,0.2,0,15,-2,-13,11,-3,-12,5
